Bioassay records as filed in PubChem BioAssay.
ARNT-TACC3 inh: disruptors of human ARNT/TACC3 interaction | Q9Y6A5 | AlphaScreen His-ARNT PAS-B/GST-TACC3 binding, luminescence; TACC3 fragment carries E629A point mutation | inhibition, % at 9.99 µM | 390,000 compounds, 0.66% hits | AID 623870;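 active means mean inhibition of replicates at least 50% and at least half of replicates each reaching 50%; inconclusive means half or more replicates reach 50% but mean below 50%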;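 further: 0% = complete ARNT plus TACC3 wells and 100% = ARNT alone without TACC3; many hits fall short of the cut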
ERp5 block: inhibitors of human ERp5; ERp5 insulin aggregation, absorbance 650 nm, 90 min; Q15084; 350,000 compounds, 0.05% hits; inhibition, % at 9.99 µM;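 active means mean replicate inhibition above about 25%, with every replicate also reaching it, limit read from the data, passing the limit was not always enough; inconclusive means only one of those two criteria met; inactive means neither criterion met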
Target sequence (Q15084 whole entry, looked up): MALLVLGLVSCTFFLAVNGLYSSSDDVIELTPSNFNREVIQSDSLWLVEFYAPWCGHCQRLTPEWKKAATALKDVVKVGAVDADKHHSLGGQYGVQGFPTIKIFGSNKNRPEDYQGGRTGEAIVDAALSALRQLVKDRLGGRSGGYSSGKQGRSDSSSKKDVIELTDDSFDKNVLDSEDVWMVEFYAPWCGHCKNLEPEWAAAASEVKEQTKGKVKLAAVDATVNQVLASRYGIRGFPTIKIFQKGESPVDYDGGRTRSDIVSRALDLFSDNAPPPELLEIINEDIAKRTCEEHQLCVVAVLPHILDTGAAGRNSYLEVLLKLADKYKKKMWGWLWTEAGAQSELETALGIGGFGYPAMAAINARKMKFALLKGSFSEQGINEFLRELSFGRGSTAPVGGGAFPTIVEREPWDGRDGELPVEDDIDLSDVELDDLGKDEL
CFTR F508del cor: correctors of CFTR F508del function in bronchial epithelial cells | AID 720511 | activity (quench increase), % at 7.58 µM | CFBE cells, YFP halide quenching; stimulated with forskolin plus potentiator P3; % fluorescence drop versus neutral controls | 350,000 compounds, 0.36% hits;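 active means mean added fluorescence quench of at least 8% versus neutral control, with both replicates also reaching 8%; inconclusive means only one of the mean or replicate conditions met; inactive means mean below 8% and not both replicates reaching 8%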;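 further: cells transiently co-express mutant CFTR-F508del with the halide-sensitive YFP; corrector assay measuring rescue of mutant channel to the surface after 24 h compound exposure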
Xi reactivation: activators of X-chromosome reactivation in mouse fibroblasts; XiGFP mouse fibroblasts, % GFP-positive cells imaging, 3 d; cells co-treated with 5-aza-dC sensitizer; scaled so ellipticine positive control = 100%; activation, % at 7.58 µM; 360,000 compounds, 0.055% hits; AID 743238;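 active means mean normalized replicate activation at least 10% and every replicate at or above 10%; inconclusive means only one of the two criteria met; inactive means mean below 10% and not all replicates reach 10%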;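 further: 0% = median of on-plate neutral control wells and 100% = ellipticine 6 µM median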
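Material: SV40-immortalized XiGFP fibroblast cells, line 68-5-11 | Buffer or medium: DMEM containing 5-aza-dC | Dosing: One concentration, pinned | Times: 3 d treatment, 15 min room-temperature fixation | Controls: Ellipticine 6 µM positive control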
PAX8 inh HTS: inhibitors of PAX8 transcriptional activity in RMG-I cells; 360,000 compounds, 1.2% hits; inhibition, % at 12.6 µM; RMG-I TPO-luciferase reporter, SteadyGlo, 24 h; AID 652154;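 active means mean replicate inhibition at least 60% with every replicate also reaching 60%; inconclusive means only one of the two criteria is met; inactive means mean below 60% and not all replicates reaching 60%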;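 further: luciferase light reporting Pax8 driven TPO promoter activity; plate controls were median of neutral control wells for no effect and mitoxantrone controls for full effect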
GSIS activator: GLuc luminescence reporter in INS-1E cells, primary screen for activators of glucose-dependent secretion of insulin; INS-1E GLuc reporter insulin secretion, 2-3 h; activation, % at 16.6 µM; 370,000 compounds, 0.61% hits; AID 743287;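 active means lowest replicate activation of at least 40%, so every replicate reaches that level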;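 further: 0% = median of neutral control wells and 100% = median of IBMX positive control wells; some compounds called inactive have numbers as strong as hits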
DENV2 CPE rescue: inhibitors of DENV2 cytopathic effect | DENV2-infected cells, cytopathic effect rescue, plate reader | CPE inhibition, % at 9.99 µM | 350,000 compounds, 1.7% hits | AID 651640; in the data active means CPE inhibition above about 20%, passing the limit was not always enough; inconclusive means no clear call, values can overlap the other calls; tested in BHK-21 cells;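 further: 0% = median of neutral control wells and 100% = median of positive control wells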
EWS-Fli inh: blocks EWS/Fli oncoprotein-driven transcription | A673 NR0B1-luciferase reporter, viability-normalised | inhibition, % at 12.6 µM | 350,000 compounds, 0.67% hits | AID 651661;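 active means mean inhibition of at least 50% after viability correction, with every replicate also passing that limit; inconclusive means mean reaches 50% but only one of two replicates passes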;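 further: firefly luciferase signal divided by Alamar Blue viability fluorescence both relative to DMSO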
An asterisk follows results filed as active; ? = inconclusive; / = no result given; & = joins results of further samples.

SMILES | ARNT-TACC3 inh | ERp5 block | CFTR F508del cor | Xi reactivation | PAX8 inh HTS | GSIS activator | DENV2 CPE rescue | EWS-Fli inh
O=C(NCCCN1CCOCC1)[C@@H]1[C@@H](CO)[C@@H]2Cn3c(ccc(C4=CCCC4)c3=O)[C@H]1N2 | -2 | 0 | 1.9 | 0.2 | / | 10 | 8 | 1
CCOc1ccccc1C(=O)Nc1ccccc1-c1ccccc1 | -27 | / | / | 0.0 | 18 | -11 | / | /
O=[N+]([O-])c1ccc(COc2cccc3cccnc23)cc1 | 0 | -2 | 1.7 | 0.0 | -66 | -6 | -3 | -83
CN(Cc1ccccn1)Cc1nc(-c2ccc(Cl)cc2)no1 | 1 | -2 | 0.9 | 0.2 | 3 | 0 | -2 | -11
COc1ccc(CN(C)C(=O)c2ccc(NC(=O)CC3SC(N4CCCCC4)=NC3=O)cc2)c(OC)c1 (stereo not drawn) | 2 | 1 | -2.5 | -0.3 | 10 | -10 | -2 | 3
CN1CCN(/N=C/c2c3ccccc3c(Cl)c3ccccc23)CC1 | -15 | ? | 2.3 | 0.0 | -26 | 9 | 6 | -13
N#C[C@@H]1[C@H](c2ccccc2)[C@@H](CO)N1C(=O)C1CCCC1 | 7 | 0 | 0.6 | 0.0 | 8 | -4 | 3 | 7
CC(C)C1CC(CCN2CCCCC2)(c2ccccc2)CCO1 (stereo not drawn) | -14 | -5 | -3.6 | 0.0 | -15 | 11 | 0 | -4
C[C@H]1CN([C@@H](C)CO)C(=O)c2cc(-c3cccnc3)cnc2O[C@@H]1CN(C)C(=O)Nc1ccc(C(F)(F)F)cc1 | -5 | 3 | 0.7 | 0.0 | / | -2 | 2 | -2
COc1ccc(Cl)cc1C(=O)NNC(=O)C1CCCO1 (stereo not drawn) | -2 | -10 | 7.9 | 0.0 | 31 | -2 | -7 | 2
Cc1ccc(NC(=O)CN2C(=O)S/C(=C\c3cccn3C)C2=O)cc1 | -2 | 3 | -0.6 | / | / | -1 | -2 | 9
COc1cccc(S(=O)(=O)N(C)C[C@H]2Oc3ncc(-c4cccc(C(=O)N(C)C)c4)cc3C(=O)N([C@@H](C)CO)C[C@@H]2C)c1 | -2 | -1 | -0.7 | -0.5 | / | -1 | -7 | 0
Cc1[nH]n(-c2ccccc2)c(=O)c1N=O | 1 | -5 | 1.1 | 0.0 | 17 | 1 | 9 | -8
CC1(C(=O)NS(=O)(=O)c2cccc(Cl)c2)CCN1C(=O)Cc1ccc(Cl)cc1Cl (stereo not drawn) | / | -2 | -3.8 | -0.1 | -5 | -13 | -3 | 3
Cc1cccc(CN2CCN(C3CN(CCc4ccccc4)S(=O)(=O)C3)CC2)c1 (stereo not drawn) | / | -2 | 1.6 | / | 7 | -13 | 6 | 10
C[C@H](CO)N1C[C@H](C)[C@H](CN(C)C(=O)Nc2ccc3c(c2)OCO3)Oc2ccc(NC(=O)CCC(F)(F)F)cc2C1=O | -9 | 5 | 0.1 | -1.0 | -15 | 12 | 9 | -6
CCOC(=O)C1CCN(CCC(=O)Nc2ccc(C)c(C)c2)CC1 | -9 | 1 | 1.4 | 0.0 | -13 | -1 | -4 | 5
COc1ccc(S(=O)(=O)N(C)C)cc1NC(=O)c1ccc(OCC(=O)N2CCOCC2)c(OC)c1 | -3 | 1 | 0.4 | 0.0 | -6 | 18 | 12 | 5
COc1ccc(S(=O)(=O)N2CCC(C(=O)NC3CCCCC3C)CC2)cc1 (stereo not drawn) | -5 | 6 | 0.7 | 0.0 | -12 | 15 | 2 | 13
Cc1noc(C)c1NC(=O)N(C)C[C@H]1Oc2ccc(NS(=O)(=O)c3ccc(F)cc3)cc2CC(=O)N([C@@H](C)CO)C[C@@H]1C | -3 | 3 | -1.3 | 0.0 | / | 15 | -2 | -22
NCCCCCNC(=O)c1nc[nH]c1C(=O)NCC(=O)OCc1ccccc1 | -15 | -7 | -3.8 | 1.0 | 9 | -12 | -4 | -2
Cc1ccc(C)n1-c1ccc(C(=O)/C=C/N(C)C)cc1 | 4 | -3 | -2.2 | 0.0 | 4 | 11 | 2 | 6
O=C(N[C@@H](Cc1ccccc1)C(=O)O)c1c(F)c(F)c(F)c(F)c1F | -6 | -1 | -0.9 | 0.0 | -3 | 7 | -1 | -12
COc1ccc(C2CC(c3cccs3)=NN2C(=O)CCC(=O)O)cc1OC (stereo not drawn) | 38 | 0 | -1.7 | 0.1 | 12 | 34 | 37* | 5
Cc1cccc(C(=O)NCCNC(=O)c2cnccn2)c1 | -3 | 1 | -0.5 | 0.3 | 16 | 9 | -2 | 6
COc1ccc2[nH]c3c(c2c1)CCN1C(=O)C(CC(=O)NCc2ccco2)C[C@H](C(=O)N2CCOCC2)[C@@]31CCC1CCCC1 (stereo partly drawn) | 4 | -3 | -0.9 | 0.0 | -20 | -14 | -10 | -5
CCCCNC(=O)C1(C)CCN1C(=O)c1cc(-c2ccccc2)cs1 (stereo not drawn) | / | 1 | -0.6 | -0.1 | -3 | -36 | 5 | 3
CC(C(=O)Nc1ccccc1)N1CCN(C(=O)c2ccco2)CC1 (stereo not drawn) | 0 | -12 | 1.4 | -0.2 | 2 | 18 | ? | -2
CCOC(=O)CCCCCC(=O)Nc1ccc2c(c1)C(=O)N([C@H](C)CO)C[C@H](C)[C@H](CN(C)C(=O)C1CCCCC1)OCCCC[C@@H](C)O2 | / | 0&2 | 2.0&-1.1 | -0.2 | -4&-11 | -21 | ? | 5
C[C@H](CO)N1C[C@H](C)[C@H](CN(C)Cc2ccccc2)Oc2c(NC(=O)NC3CCCCC3)cccc2C1=O | -10 | -10 | 1.5 | 0.2 | 6 | -9 | -6 | 3
C[C@H]1CN([C@@H](C)CO)C(=O)c2cc(/C=C/c3ccccc3)cnc2O[C@H]1CN(C)C(=O)c1cnccn1 | -7 | -8 | -3.3 | -0.9 | / | 17 | -6 | -12
COc1ccc(S(=O)(=O)N2CCOC2CNC(=O)C(=O)NCC(C)C)cc1 (stereo not drawn) | -2 | -3 | -3.1 | -0.1 | 7 | -2 | 4 | /
O=C(COc1ccc(C(=O)c2ccccc2)cc1)NC1CCCCCC1 | -4 | / | / | 0.0 | 8 | -26 | / | /
COC(=O)CCC/C=C1/SCC(NC(=O)c2ccccc2)C1NC(C)=O (stereo not drawn) | -9 | 2 | -4.3 | 0.4 | 1 | 3 | -3 | -2
CO[C@@H]1CN(C)C(=O)c2ccc(NC(=O)NC(C)C)cc2OC[C@H](C)N(Cc2ccccn2)C[C@@H]1C | 7 | 1 | -0.5 | -0.1 | 9 | 1 | 17 | -1
NS(=O)(=O)c1cc(Cl)c(Cl)c(S(N)(=O)=O)c1 | 1 | -1 | 9.0* | 0.1 | 3 | / | 4 | -2
O=C(C[C@@H]1CC[C@H]2[C@@H](COC[C@H](O)CN2S(=O)(=O)c2cccc(Cl)c2)O1)Nc1ccc(-c2ccccc2)cc1 | 16 | -3 | 2.8 | 0.2 | 67* | -6 | ? | 4
CN1C(=O)[C@@H]2[C@@H]3C[C@@H]([C@H]4ON=C(c5ccc(Cl)cc5)[C@@H]34)[C@@H]2C1=O | 4 | -4 | / | 0.5 | -9 | -11 | 7 | -8
C[C@@H]1CN([C@H](C)CO)C(=O)c2cc(NC(=O)C3CCCCC3)ccc2O[C@@H](C)CCCCO[C@@H]1CN(C)S(=O)(=O)c1cccs1 | 3 | 0 | -0.3 | -0.4 | / | 6 | -5 | 4
O=C(O)/C=C/c1cccc(NC(=O)Nc2ccc([N+](=O)[O-])cc2)c1 | 5 | 0 | 0.2 | 0.3 | -8 | -7 | 0 | 0

A stretch from further up, for reference:
SMILES | ARNT-TACC3 inh | ERp5 block | CFTR F508del cor | Xi reactivation | PAX8 inh HTS | GSIS activator | DENV2 CPE rescue | EWS-Fli inh
NCCCCCNC(=O)c1nc[nH]c1C(=O)NCC(=O)OCc1ccccc1 | -15 | -7 | -3.8 | 1.0 | 9 | -12 | -4 | -2
Cc1ccc(C)n1-c1ccc(C(=O)/C=C/N(C)C)cc1 | 4 | -3 | -2.2 | 0.0 | 4 | 11 | 2 | 6
O=C(N[C@@H](Cc1ccccc1)C(=O)O)c1c(F)c(F)c(F)c(F)c1F | -6 | -1 | -0.9 | 0.0 | -3 | 7 | -1 | -12
COc1ccc(C2CC(c3cccs3)=NN2C(=O)CCC(=O)O)cc1OC (stereo not drawn) | 38 | 0 | -1.7 | 0.1 | 12 | 34 | 37* | 5
Cc1cccc(C(=O)NCCNC(=O)c2cnccn2)c1 | -3 | 1 | -0.5 | 0.3 | 16 | 9 | -2 | 6
COc1ccc2[nH]c3c(c2c1)CCN1C(=O)C(CC(=O)NCc2ccco2)C[C@H](C(=O)N2CCOCC2)[C@@]31CCC1CCCC1 (stereo partly drawn) | 4 | -3 | -0.9 | 0.0 | -20 | -14 | -10 | -5

Other compounds.
SMILES | ARNT-TACC3 inh | ERp5 block | CFTR F508del cor | Xi reactivation | PAX8 inh HTS | GSIS activator | DENV2 CPE rescue | EWS-Fli inh
O=C(O)Cc1c(-c2ccccc2Cl)c2cc(Br)ccc2[nH]c1=O | -4 | 1 | -0.5 | / | 0 | 28 | 4 | 4
COc1ccc(OCC(=O)Nc2ccc(N3CCN(C(=O)c4ccccc4C)CC3)cc2)cc1 | 21 | 1 | -0.5 | 0.0 | 23 | -6 | 2 | 8
COC(=O)CCNS(=O)(=O)c1ccc2ccccc2c1 | -8 | -5 | 0.1 | 0.0 | 33 | 6 | -3 | 0
O=C(Nc1ccc(Cl)c(S(=O)(=O)N2CCOCC2)c1)[C@@H]1CCCN1C(=O)c1cccs1 | 3 | / | 5.2 | 0.0 | 10 | -16 | 9 | 0
CC(=O)NS(=O)(=O)c1ccc(NC(=O)CSc2ccccc2)cc1 | -6 | 6 | -1.0 | 0.0 | -8 | / | 3 | 12
Cc1cc(C)n(-c2cc(N3CCN(S(=O)(=O)c4ccc(Cl)cc4)CC3)ccc2[N+](=O)[O-])n1 | 1 | 0 | / | 0.2 | 10 | 1 | 1 | 13
CC(=O)N1CCc2cc(S(=O)(=O)NCCC(=O)NCCc3ccc(Cl)cc3)ccc21 | 3 | 4 | -0.3 | 0.0 | 16 | -56 | 10 | 15
CC1CCN(c2ccc3c(c2)S(=O)(=O)c2cccc(C(=O)NC4CCCCC4)c2C3=O)CC1 | -2 | 1 | -2.2 | 0.0 | -29 | -1 | 34* | -28
CC(=O)Nc1cccc(CP(=O)(c2ccccc2)c2ccccc2)c1 | -15 | -3 | 0.0 | -0.1 | 1 | 9 | 0 | 3
CCc1ccc(NC(=O)C(C)OC(=O)CCN2C(=O)C3CC=CCC3C2=O)cc1 (stereo not drawn) | -10 | 0 | 2.0 | 0.0 | -19 | -7 | -2 | -13
O=C(COC(=O)c1ccc(Br)o1)NCc1ccccc1Cl | -3 | 2 | -1.5 | 0.1 | -8 | -16 | -1 | -2
C[C@@H]1CN([C@@H](C)CO)S(=O)(=O)c2ccc(/C=C/c3ccccc3)cc2O[C@@H]1CN(C)C(=O)C1CC1 | 12 | 2 | -3.3 | 0.1 | / | -46 | 2 | 0
